Screens from PubChem BioAssay.
TRAIL sens C8: viability loss with TRAIL in NB7+C8 cells, primary screen, TRAIL sensitizer project, cell-based, ATPlite luminescence; inhibition (viability loss, TRAIL sensitization), % at 10 µM; 360,000 compounds, 1% hits; AID 624354, 2012;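 active = compounds causing at least 50% loss of cell viability in the single-dose screen, relative to plate controls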
TROY signal inh: inhibitors of TROY-driven NF-kB signaling, primary screen, Q293 LMP1-TROYcd cells, NF-kB luciferase, uHTS | Q293 LMP1-TROYcd NF-kB luciferase reporter, 4 h | inhibition, % at 10 µM | 360,000 compounds, 0.98% hits | AID 1347056, 2019;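 active = compounds whose plate-normalised and pattern-corrected inhibition of the luciferase reporter signal at the single screening dose is 50% or more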
NR2E3 ag-1: NR2E3 agonists in two-hybrid cells, primary screen, cell-based, luminescence, CHO-S, Gal4-NCOR/VP16-NR2E3. AID 602229, 2012. Photoreceptor-specific nuclear receptor (Homo sapiens), Q9Y5X4. 360,000 compounds, 0.35% hits. luciferase. inhibition of corepressor binding, % at 3.98 µM;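 active = inhibition above the mean of all tested compounds plus 3 SD, cut at about 70% in these data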;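 note: 0% = DMSO with NR2E3 transfected cells and 100% = cells lacking NR2E3 construct; higher means lower luciferase signal from less NR2E3 corepressor binding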
Target sequence (Q9Y5X4 whole entry, looked up, the tested form may be a part): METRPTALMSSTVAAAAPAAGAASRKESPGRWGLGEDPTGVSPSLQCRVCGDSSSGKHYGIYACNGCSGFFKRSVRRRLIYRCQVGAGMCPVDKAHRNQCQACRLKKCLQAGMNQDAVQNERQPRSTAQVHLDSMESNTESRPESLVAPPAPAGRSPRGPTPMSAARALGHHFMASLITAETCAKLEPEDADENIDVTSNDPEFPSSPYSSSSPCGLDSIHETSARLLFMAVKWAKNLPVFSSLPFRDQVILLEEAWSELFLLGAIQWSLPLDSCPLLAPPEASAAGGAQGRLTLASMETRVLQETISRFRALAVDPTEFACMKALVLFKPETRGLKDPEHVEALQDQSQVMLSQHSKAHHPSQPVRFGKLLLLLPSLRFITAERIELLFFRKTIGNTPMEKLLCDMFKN
TWEAK Fn14 block: inhibitors of TWEAK-Fn14 signaling, primary screen, luciferase reporter cells, uHTS; inhibition, % at 10 µM; 360,000 compounds, 2% hits; TWEAK-stimulated Fn14 reporter cells, luciferase luminescence, 8 h; in the data active = inhibition above about 50%
Peg3 prom inh: Peg3 promoter-driven luciferase inhibitors, primary screen, cell-based, HeLa, luciferase luminescence. HeLa PEG-Prom luciferase reporter, overnight. inhibition, % at 20 µM. 360,000 compounds, 1.7% hits. AID 588405, 2011;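 active = inhibition of at least 50% at 20 µM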
MITF TRPM1 inh: inhibitors of MITF-dependent TRPM1 promoter reporter, primary screen, cell-based, SK-MEL-5, single point, luciferase; SK-MEL-5 TRPM1 promoter luciferase, 24 h; inhibition, % at 12.5 µM; 330,000 compounds, 0.83% hits;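 active = mean inhibition across replicates of 60% or more, whatever share of single replicates reaches that level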; note: values of inactives mirror those of a sister screen read the other way
HIF-2a block: HIF-2a reporter inhibitors, primary screen, luminescence, 786-0 RCC cells; 786-0 RCC cells HIF-2a reporter, luciferase luminescence, overnight; AID 624352, 2012; inhibition, % at 18.8 µM; 360,000 compounds, 0.72% hits;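 active = inhibition of the luminescence signal of 40% or more relative to plate controls, in a single-dose primary screen at 18.75 µM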
NR2E3 ag-2: inhibitors of NR2E3-RetCOR corepressor binding, primary screen, NR2E3 agonist project, biochemical, TR-FRET, GST-NR2E3, biotin-RetCOR. inhibition of corepressor binding, % at 4.78 µM. 320,000 compounds, 0.12% hits. 1536-well. Photoreceptor-specific nuclear receptor (Homo sapiens), Q9Y5X4. AID 2300, 2010;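 active = percent inhibition above the cutoff of mean plus 3 SD of all tested compounds, set per screening campaign, cut at about 20% in these data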;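 note: 0% = DMSO wells and 100% = biotin wells as full block of FRET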
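Material: NR2E3–RetCOR corepressor complex | Quantity: 1.35 nM GST-tagged NR2E3 final | Schedule: 5 h at 4 °C | Replication: Singlicate compound wells | Reagent: RetCOR corepressor, biotinylated, 7 nM | Controls: Biotin wells as high control, 0.6% DMSO wells as low control | Signal: TR-FRET, Eu(K)-anti-GST donor, streptavidin-D2 acceptor, ex 340, em 617/671 nm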
Shn3 inh set2: reduction of Shn3 3'UTR firefly luciferase signal, primary screen, Schnurri-3 inhibitor project, cell-based, Clone20 osteoblasts, set 2; Clone20 osteoblast Shn3 3'UTR firefly luciferase, 24 h; inhibition, % at 12.5 µM; 360,000 compounds, 0.52% hits;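 active = mean inhibition of at least 75% with every replicate also reaching 75%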;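 note: 0% = median of neutral control wells and 100% = pilot-screen positive control compound; some compounds past the cut are filed as inactive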
KKLEB cytotox: cytotoxicity in KKLEB CF airway cells, primary screen, cytotoxicity control for CF NF-kB inhibitor project, cell-based, uHTS, fluorescence assay plates | KKLEB CF airway cells viability, ATPlite luminescence, overnight; active compounds read low; cells stimulated with P. aeruginosa culture filtrate | activity change (cytotoxicity), % at 5 µM | 360,000 compounds, 0.36% hits;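 active = corrected activity change at or below -50% at 5 µM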
CF NFkB block: inhibitors of PAF-induced NF-kB signaling, primary screen, cell-based, GFP fluorescence, uHTS; KKLEB NF-kB-GFP reporter, GFP fluorescence overnight; inhibition, % at 5 µM; 360,000 compounds, 0.86% hits;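 active = at least 50% inhibition at 5 µM, scaled per plate between neutral and stimulator controls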;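 note: PAF is a Pseudomonas aeruginosa culture filtrate used as stimulus; plate controls were PAF-stimulated DMSO wells for no effect and unstimulated DMSO wells for full effect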
* marks the source's active call; other numbers are inactive results; · = no result given. This is a subset; count on the stated rates, not on these rows.

Fields: TRAIL sens C8	TROY signal inh	NR2E3 ag-1	TWEAK Fn14 block	Peg3 prom inh	MITF TRPM1 inh	HIF-2a block	NR2E3 ag-2	Shn3 inh set2	KKLEB cytotox	CF NFkB block
- Cn1cccc1Cc1nnc(SCC(=O)NCc2ccccc2Cl)n1-c1ccc(F)cc1
  15	1	7	20	-7	7	-2	0	0	1	17
- COc1c(Cl)cc(-c2noc(C)c2C(=O)NCCc2ccc(C)cc2)cc1Cl
  7	-9	-23	-4	7	-7	-7	0	-6	-16	18
- CCOc1ccc2c(c1)c1nnc(SCC3CCCO3)nc1n2C (stereo not drawn)
  -6	-24	0	-22	-20	-1	-63	-2	21	-9	-28
- Cc1ccccc1NS(=O)(=O)c1cc2c(cc1C)NC(=O)CO2
  -10	15	22	-7	0	·	8	-4	4	3	-6
- COc1ccc(/C(O)=C2/C(=O)C(=O)N(c3ccccn3)C2c2ccc(OC)cc2)cc1 (stereo not drawn)
  7	-15	-28	-9	-6	-25	-31	·	6	-3	21
- COCCNC(=S)N(CCO)Cc1cc2cc3c(cc2[nH]c1=O)OCO3
  -5	21	-39	-6	18	-1	20	0	-5	-4	-12
- Cc1cc(C)cc(N(CC(=O)NCc2ccco2)C(=O)c2snc(C(N)=O)c2N)c1
  -1	-4	-4	6	18	14	14	3	-8	4	6
- C/C(CCc1ccccc1)=N\NC(=O)c1ccc(CN2CCOCC2)cc1
  -10	12	-7	0	7	10	10	2	7	7	-1
- Cc1ccc2nc(Cc3ccc(N)cc3)oc2c1
  -2	-39	-62	-60	-215	-68	-236	3	-28	3	-3
- O=C(Cc1cccs1)Nc1cccc(C(=O)Nc2ccc(C(=O)O)cc2)c1
  -16	-8	-23	-12	9	6	21	0	-6	6	4
- CCCCn1cnc2c(SCc3ccc(Cl)cc3)nc(N)nc21
  4	1	-8	-3	-15	-22	-68	·	20	-24	14
- CCOc1ccc(-c2cc(NC(=O)Cn3ncc4c3-c3ccccc3OC4)on2)cc1OCC
  -14	-9	-4	-4	12	·	9	3	18	-2	6
- Cc1ccc(C)c(C(=O)CSc2nnnn2-c2cccnc2)c1
  -3	-18	-48	-12	-22	-17	-18	-1	-12	-13	13
- O=C(Nc1nnc(Cc2ccc([N+](=O)[O-])cc2)s1)Nc1ccccc1F
  -6	-7	-12	-21	16	0	10	5	-7	4	-8
- Cc1cccc(NC(=S)NC(=O)c2ccco2)c1C
  1	-20	-80	-25	-224	-37	-233	1	-26	-3	24
- Cc1ccc(S(=O)(=O)N2[C@@H](c3ccc(C(C)(C)C)cc3)C(C(=O)O)=CC[C@H]2c2ccc3c(c2)OCO3)cc1
  -19	44	47	36	17	5	8	·	9	2	18
- COc1ccc(CCNC(=O)c2cccc3c2C(=O)N(C2CCCCC2)C3)cc1OC
  9	20	-35	2	24	6	14	2	4	-7	3
- CC(=O)Nc1ccc(NC(=O)CSc2nnc3ccc(-c4ccc(F)cc4)nn23)cc1
  25	8	-13	-10	-7	-5	3	0	14	2	-3
- CCCC(=O)N1CCC1(C)C(=O)Nc1scc(C)c1C#N (stereo not drawn)
  9	5	-18	-2	17	·	7	·	1	0	-16
- COc1ccc(S(=O)(=O)N2CCN(C(=O)c3ccccc3Cc3ccccc3)CC2)cc1OC
  -14	-4	-13	5	0	·	13	·	18	14	-18
- CCOC(=O)N1CCN(Cc2nc3cc([N+](=O)[O-])ccc3n2C)CC1
  2	-12	-6	-12	9	3	17	1	8	-4	14
- COC(=O)c1ccc(CN2C(=O)NC(CC(C)C)C2=O)cc1 (stereo not drawn)
  2	5	-19	4	1	0	6	3	-12	1	7
- COCCNC(=O)C1(C)CCCN(C(=O)c2ccccc2OC(F)(F)F)C1 (stereo not drawn)
  -11	-4	-13	7	9	·	10	·	-25	5	-32
- COC(=O)c1[nH]c2ccccc2c1NC(=O)CN1CCCCCC1
  -2	-6	-4	6	5	12	2	1	15	-9	2
- Cn1c(N=NC(=O)c2ccccc2)c(O)c2ccccc21
  60*	39	-139	69*	-82	20	-49	-16	-69	-9	-24
- Oc1ccc2ccccc2c1C=Nc1ccccc1-c1nc2ccccc2[nH]1
  1	-8	-46	8	-85	-21	-99	7	-20	-9	9
- CC(=O)N/C(=C\c1cccs1)C(=O)O
  -6	0	-4	-40	-3	-5	4	1	13	2	-8
- CN(C)c1nc2ccccc2c(N)c1-c1ccccc1
  -8	9	-43	-13	23	3	12	2	15	-8	-11
- Cc1ccc(S(=O)(=O)N2CCN(CCOc3cccc(C)c3)CC2)cc1
  8	14	22	11	-14	7	-14	0	10	-2	14
- CN(C)c1ccc(/C=C2/NC(=O)NC2=O)cc1
  41	-8	-38	-25	-85	-9	-107	-12	-13	4	9

Two of the compounds above, as tab-separated lines.
SMILES	TRAIL sens C8	TROY signal inh	NR2E3 ag-1	TWEAK Fn14 block	Peg3 prom inh	MITF TRPM1 inh	HIF-2a block	NR2E3 ag-2	Shn3 inh set2	KKLEB cytotox	CF NFkB block
Cc1ccc(C)c(C(=O)CSc2nnnn2-c2cccnc2)c1	-3	-18	-48	-12	-22	-17	-18	-1	-12	-13	13
O=C(Nc1nnc(Cc2ccc([N+](=O)[O-])cc2)s1)Nc1ccccc1F	-6	-7	-12	-21	16	0	10	5	-7	4	-8

Sorted by SMILES length (falling): part of the list above
Fields: TRAIL sens C8	TROY signal inh	NR2E3 ag-1	TWEAK Fn14 block	Peg3 prom inh	MITF TRPM1 inh	HIF-2a block	NR2E3 ag-2	Shn3 inh set2	KKLEB cytotox	CF NFkB block
- Cc1ccc(S(=O)(=O)N2[C@@H](c3ccc(C(C)(C)C)cc3)C(C(=O)O)=CC[C@H]2c2ccc3c(c2)OCO3)cc1
  -19	44	47	36	17	5	8	·	9	2	18
- COc1ccc(/C(O)=C2/C(=O)C(=O)N(c3ccccn3)C2c2ccc(OC)cc2)cc1 (stereo not drawn)
  7	-15	-28	-9	-6	-25	-31	·	6	-3	21
- CC(=O)Nc1ccc(NC(=O)CSc2nnc3ccc(-c4ccc(F)cc4)nn23)cc1
  25	8	-13	-10	-7	-5	3	0	14	2	-3
- Cc1ccc(S(=O)(=O)N2CCN(CCOc3cccc(C)c3)CC2)cc1
  8	14	22	11	-14	7	-14	0	10	-2	14
- Oc1ccc2ccccc2c1C=Nc1ccccc1-c1nc2ccccc2[nH]1
  1	-8	-46	8	-85	-21	-99	7	-20	-9	9
- Cc1ccccc1NS(=O)(=O)c1cc2c(cc1C)NC(=O)CO2
  -10	15	22	-7	0	·	8	-4	4	3	-6
- COC(=O)c1ccc(CN2C(=O)NC(CC(C)C)C2=O)cc1 (stereo not drawn)
  2	5	-19	4	1	0	6	3	-12	1	7
- CCCC(=O)N1CCC1(C)C(=O)Nc1scc(C)c1C#N (stereo not drawn)
  9	5	-18	-2	17	·	7	·	1	0	-16
- Cn1c(N=NC(=O)c2ccccc2)c(O)c2ccccc21
  60*	39	-139	69*	-82	20	-49	-16	-69	-9	-24
- CN(C)c1ccc(/C=C2/NC(=O)NC2=O)cc1
  41	-8	-38	-25	-85	-9	-107	-12	-13	4	9
- CN(C)c1nc2ccccc2c(N)c1-c1ccccc1
  -8	9	-43	-13	23	3	12	2	15	-8	-11

(next part)
Fields: TRAIL sens C8	TROY signal inh	NR2E3 ag-1	TWEAK Fn14 block	Peg3 prom inh	MITF TRPM1 inh	HIF-2a block	NR2E3 ag-2	Shn3 inh set2	KKLEB cytotox	CF NFkB block
- O=C(COc1cc2oc(=O)c3c(c2cc1Cl)CCC3)NCCCN1CCOCC1
  -10	15	-22	-23	0	-3	-2	3	-25	11	-47
- Cc1cc(-c2ccc(S(=O)(=O)N3CCN(c4cccc(C(F)(F)F)c4)CC3)s2)on1
  22	11	-4	-22	15	16	7	1	24	-15	-9
- Cc1cc(=O)[nH]c(SCC(=O)c2ccc3c(c2)NC(=O)CO3)n1
  2	7	-14	9	15	-5	7	0	-68	3	-9
- O=C(COC(=O)c1ccco1)c1ccc(Cl)cc1
  7	-77	26	-54	-42	-21	-50	3	1	-6	12
- CCOCCCn1c(=NC(C)=O)c(C#N)cc2c(=O)n3ccccc3nc21
  3	-15	-16	21	-2	-2	7	0	-4	-3	-48
- COC(=O)Cc1c(O)ccn(Cc2ccc(OC)c(OC)c2)c1=O
  4	-2	8	-5	2	-8	8	-3	-8	1	10
- COc1cc2c(cc1OC)C(c1ccc(OC)c(OC)c1OC)CC(=O)N2 (stereo not drawn)
  10	-2	-2	-24	4	-13	19	·	7	-2	-7
- CCC(C)N(C(=O)Cn1c(Cl)nc2c1c(=O)n(C)c(=O)n2C)C1CCS(=O)(=O)C1 (stereo not drawn)
  -22	-5	-25	9	-19	-7	6	1	-22	19	-11
- COc1cc(C(=O)NCC(c2cccs2)N(C)C)cc(Cl)c1OC(C)C (stereo not drawn)
  -1	-6	16	10	-6	-1	6	1	-15	0	-4
- CC(O)(CS(=O)(=O)Cc1cccc(C(F)(F)F)c1)C(=O)Nc1cccc(C(F)(F)F)c1 (stereo not drawn)
  6	0	-13	-17	18	-9	0	1	-10	-3	3
- CC(=O)c1ccc(OCC(=O)OCC(=O)Nc2sccc2C(N)=O)cc1
  -19	25	-2	-3	17	5	3	0	-5	3	-13
- COc1ccccc1C(=O)NCCC(=O)Nc1cccc(S(=O)(=O)N2CCCC2)c1
  9	2	20	-8	4	2	-6	4	17	-2	-15
- O=C(CSc1nnc2ccccn12)Nc1ncc(Cl)cc1Cl
  -2	-40	-62	-9	-151	-33	-124	2	-75	2	8
- C=CCN(c1ccc(Br)cc1C(=O)OC)S(C)(=O)=O
  0	-6	-11	-7	3	-5	12	3	1	-7	18
- Cn1ccc(C(=O)N/N=C/c2c[nH]c3ccccc23)n1
  7	-65	-44	-44	-152	-34	-127	-4	-52	-4	-7
- CC1CCCN(S(=O)(=O)c2ccc(NC(=O)C3CC(=O)N(C(C)(C)C)C3)cc2)C1 (stereo not drawn)
  3	10	-23	11	17	-4	10	-1	-8	-11	10
- Cc1c(NC(=O)c2ccc3nsnc3c2)cccc1[N+](=O)[O-]
  -2	6	-11	0	-20	5	-21	0	3	0	-2
- O=C(Nc1cc([N+](=O)[O-])ccc1O)c1cccc([N+](=O)[O-])c1
  -3	-55	-48	-20	-87	-26	-184	-1	-19	2	-10
- CCN(CC)S(=O)(=O)c1cccc(-c2n[nH]c(=S)n2CC(C)C)c1
  -12	0	12	6	7	16	9	-1	-10	-4	5
